Source: PubChem
HTRA1 inh: blocks human HTRA1 serine peptidase; Q92743; recombinant HTRA1, FP-rhodamine activity-based probe, fluorescence polarization; inhibition, % at 5.96 µM; 0.5% of 340,000 active; in the data active = inhibition above about 36%;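 note: 0% = enzyme with DMSO and 100% = wells lacking enzyme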
PRMT1 inh: inhibitors of human PRMT1; inhibition, % at 2.79 µM; AID 652257; Q99873; recombinant PRMT1, activity-based probe fluorescence polarization; 1.3% of 370,000 active;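 active = inhibition above about 21% made by adding two undisclosed values, limit read from the data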
SIAE primary: inhibitors of human sialic acid acetylesterase SIAE. Q9HAT2. SIAE FP-Rh probe binding, fluorescence polarization. inhibition, % at 9.66 µM. 0.69% of 370,000 active;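 active = inhibition above a cutoff: mean of compounds within the control limits plus 3 SD of those, cut at about 17% in these data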;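 note: 0% = plate median of compound wells and 100% = probe without SIAE protein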
NPR2 activator: GC-B (human) receptor activation; P20594; HEK293-GC-B cells, CNP EC30, cGMP TR-FRET; 0% at EC30 CNP, 100% saturating CNP; activation, % at 10 µM; 0.11% of 370,000 active; AID 1920062;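 active = activation at 10 µM reaching about 35% in either raw or pattern-adjusted values, limit read from the data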
Target sequence (P20594 whole entry, looked up): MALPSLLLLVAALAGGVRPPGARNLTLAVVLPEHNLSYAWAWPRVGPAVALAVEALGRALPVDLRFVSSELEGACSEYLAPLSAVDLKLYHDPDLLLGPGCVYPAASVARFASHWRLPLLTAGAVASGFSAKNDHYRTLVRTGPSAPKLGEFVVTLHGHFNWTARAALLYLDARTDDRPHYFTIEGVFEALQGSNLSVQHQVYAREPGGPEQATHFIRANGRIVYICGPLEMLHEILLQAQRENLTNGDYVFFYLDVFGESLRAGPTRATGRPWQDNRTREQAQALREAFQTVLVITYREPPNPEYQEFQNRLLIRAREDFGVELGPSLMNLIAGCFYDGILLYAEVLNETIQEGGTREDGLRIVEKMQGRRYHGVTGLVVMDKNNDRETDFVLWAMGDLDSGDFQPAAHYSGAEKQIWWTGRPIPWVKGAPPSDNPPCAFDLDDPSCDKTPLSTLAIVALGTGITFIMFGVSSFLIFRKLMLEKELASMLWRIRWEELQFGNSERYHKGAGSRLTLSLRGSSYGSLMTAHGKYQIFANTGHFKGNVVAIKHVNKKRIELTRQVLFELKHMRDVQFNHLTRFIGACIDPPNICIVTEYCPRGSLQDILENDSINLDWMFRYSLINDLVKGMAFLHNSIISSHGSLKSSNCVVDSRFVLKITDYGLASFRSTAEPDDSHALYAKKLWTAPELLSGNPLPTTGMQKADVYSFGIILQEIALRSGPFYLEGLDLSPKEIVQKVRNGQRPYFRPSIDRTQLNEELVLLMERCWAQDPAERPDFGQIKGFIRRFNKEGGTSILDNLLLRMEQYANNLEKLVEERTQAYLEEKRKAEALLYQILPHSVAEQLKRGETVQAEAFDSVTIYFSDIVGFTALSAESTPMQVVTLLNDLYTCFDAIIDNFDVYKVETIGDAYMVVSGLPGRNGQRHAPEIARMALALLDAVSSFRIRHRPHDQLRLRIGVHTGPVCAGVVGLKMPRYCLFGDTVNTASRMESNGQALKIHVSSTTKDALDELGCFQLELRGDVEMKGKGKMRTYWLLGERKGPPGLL
MBD2 inh: MBD2-methylated oligo binding inhibition; Q9UBB5; TR-FRET, MBD2 binding to methylated oligonucleotide; inhibition, % at 4.4 µM; 0.31% of 370,000 active; AID 686964; in the data active = inhibition above about 13%
TCR CD3 inh: blocks the human TCR-CD3 interaction; TAMRA-labeled TCR probe fluorescence, biochemical; inhibition, % at 9.4 µM; 0.37% of 360,000 active; in the data active = inhibition above about 19%;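 note: recombinant mutant TCR 2C K166C tagged with TAMRA read by polarization; 0% = receptor in buffer alone and 100% = receptor with positive control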
TDP2 inh: TDP2 (human) inhibition, absorbance primary screen. recombinant TDP2, T5PNP hydrolysis, p-nitrophenol absorbance 415 nm. inhibition, % at 12.8 µM. 0.34% of 370,000 active;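 active = inhibition above the mean of all tested compounds plus 3 SD, set per campaign, cut at about 25% in these data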;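 note: 0% = DMSO with enzyme and 100% = buffer with substrate but no TDP2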
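Assay system: recombinant human TDP2 / Reagent: T5PNP substrate at 5 mM, a TopII-DNA adduct mimic / Measured by: epi absorbance from released p-nitrophenol / Evaluation: % inhibition relative to enzyme-containing and enzyme-free wells / Control set: enzyme-free and DMSO wells / Replicates: each compound tested once, singlicate / Schedule: enzyme reaction with compound for 2 h at 37 °C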
rCAG RNA binder: binds r(CAG) RNA repeats; r(CAG) RNA repeat, TO-PRO-1 dye displacement fluorescence; inhibition, % at 3 µM; 1.3% of 370,000 active;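 active = inhibition above the plate cutoff, the mean of all test compounds on that plate plus 3 SD, cut at about 35% in these data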;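 note: 0% = DMSO alone and 100% = 100 µM mitoxantrone as full dye displacement; higher means more dye released from RNA so lower well fluorescence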
ABHD4 inh: ABHD4 (mouse) inhibition, primary FP screen; Q8VD66; purified mABHD4, FP-Rh probe fluorescence polarization; inhibition, % at 8.92 µM; 0.54% of 370,000 active; AID 720543;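 active = inhibition exceeding the mean over every tested compound plus 3 SD, cut at about 30% in these data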;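 note: 0% = plate median of compound wells and 100% = S159A mutant with DMSO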
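Doses – 8.92 µM, single dose · Material – wild-type mouse ABHD4 protein · Replication – single well per compound (singlicate) · Measure – percent inhibition of probe binding, normalized to plate controls · Schedule – 45 min compound pre-incubation plus 60 min probe step, 25 °C · Detection – fluorescence polarization with parallel and perpendicular emission, 525/598 nm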
LEDGF integ inh: blocks HIV-1 LEDGF/p75-dependent DNA integration; 0.64% of 370,000 active; inhibition, % at 3.7 µM; TR-FRET IN-LEDGF/p75 DNA integration, Eu/Cy5;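 active = inhibition above the screen-wide mean plus 3 SD, cut at about 13% in these data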;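 note: signal is the Cy5 over europium emission ratio at 671 and 618 nm; 0% = plate median of compound wells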
* marks the source's active call; other numbers are inactive results; · = no result given. Not all compounds are listed; the hit share may differ from the screen's.

SMILES	HTRA1 inh	PRMT1 inh	SIAE primary	NPR2 activator	MBD2 inh	TCR CD3 inh	TDP2 inh	rCAG RNA binder	ABHD4 inh	LEDGF integ inh
O=C(NCc1cn(-c2ccccc2)nc1-c1ccccc1)c1cc([N+](=O)[O-])cc([N+](=O)[O-])c1	-24	1	-4	5	-6	5	8	7	1	1
Cc1ccc(C(=O)COC(=O)CNC(=O)c2ccco2)cc1	-4	-3	2	-4	-1	0	3	2	6	-1
COc1ccc(CN(C)Cc2nc3cc(OC)c(OC)cc3c(=O)[nH]2)c(OC)c1	0	-3	-2	-3	-4	-9	-12	-2	-6	3
CC(=O)c1ccc(N2C(=O)C3C4C=CC(CC4)C3C2=O)cc1 (centres undefined)	-1	-5	1	5	-2	8	11	3	-8	2
Cn1c(SCC(=O)Nc2ccccc2)nnc1-c1ccc2nonc2c1	4	1	-6	-6	-2	1	-2	-1	-1	-2
CCCN=C1N(CC)C[C@@H]2[C@@H]3C(=O)N(C)C(=O)[C@@H]3[C@](C)(C(=O)OC)N12	0	-1	0	-4	-4	3	0	1	1	-3
Cc1cc(C)nc(NS(=O)(=O)c2ccc(NC(=O)c3cc(-c4ccccc4)nc4ccccc34)cc2)n1	-70	-3	-27	-9	1	3	4	49*	-64	1
Cc1ccc(CNC(=O)C2CC(c3cccc([N+](=O)[O-])c3)=NO2)cc1 (centres undefined)	-6	-1	10	0	-4	4	-1	-2	-2	2
O=C(NNC1=NC2(CCCC2)Cc2ccccc21)c1ccncc1	8	3	-5	4	6	-7	1	5	-2	-1
CN(c1nc2c(c(=O)n(C)c(=O)n2C)n1CC(=O)c1ccccc1)C1CCCCC1	-2	0	2	-4	-3	-7	-5	-9	-3	2
CC1=C(C(=O)Nc2ccccc2)C(c2ccco2)NC(=S)N1 (centres undefined)	-3	9	7	5	4	2	1	2	-3	-3
CCOC(=O)c1cc(NC(=O)c2cccnc2)ccc1N1CCOCC1	9	5	-5	5	-3	-4	5	-4	3	-4
OC(c1ccc(F)cc1)c1ncc(-c2cccc3ccccc23)[nH]1 (centres undefined)	·	4	11	-4	6	-7	6	2	-6	1
CSCC[C@H](NC(=O)OCc1ccccc1)C(=O)O	4	3	-2	4	0	6	5	-2	-3	3
C[C@H](CO)N1C[C@H](C)[C@@H](CN(C)C(=O)Nc2ccc(C(F)(F)F)cc2)Oc2ccc(NC(=O)C3CC3)cc2C1=O	-1	0	1	-3	4	-4	1	2	-12	0
CCc1ccc(NC(=O)Nc2ccon2)cc1	-8	2	-5	3	8	3	-5	0	-12	0
CCN(CC)C(=O)C1CCCN(Cc2ccccc2F)C1 (centres undefined)	4	-3	1	2	-3	-6	-11	2	-1	3
CCc1ccc(/C=C2\SC(=S)N(CCCC(=O)Nc3ccccn3)C2=O)cc1	-14	-3	-8	-12	5	10	2	5	-2	-1
CCn1c(SCC(=O)Nc2ccc(C(C)=O)cc2)nc2nc3c(cc2c1=O)COC(C)(C)C3	0	5	-14	-4	4	1	1	-2	-2	1
CC1(C)CC(=O)C2=C(C1)OC(N)=C(C#N)[C@@H]2c1ccccc1[N+](=O)[O-]	0	44*	-3	-9	18*	-5	6	-10	-8	1

Overlap with the part before: 4 entries; new compounds follow.
SMILES	HTRA1 inh	PRMT1 inh	SIAE primary	NPR2 activator	MBD2 inh	TCR CD3 inh	TDP2 inh	rCAG RNA binder	ABHD4 inh	LEDGF integ inh
CCN(CC)C(=O)C1CCCN(Cc2ccccc2F)C1 (centres undefined)	4	-3	1	2	-3	-6	-11	2	-1	3
CCc1ccc(/C=C2\SC(=S)N(CCCC(=O)Nc3ccccn3)C2=O)cc1	-14	-3	-8	-12	5	10	2	5	-2	-1
CCn1c(SCC(=O)Nc2ccc(C(C)=O)cc2)nc2nc3c(cc2c1=O)COC(C)(C)C3	0	5	-14	-4	4	1	1	-2	-2	1
CC1(C)CC(=O)C2=C(C1)OC(N)=C(C#N)[C@@H]2c1ccccc1[N+](=O)[O-]	0	44*	-3	-9	18*	-5	6	-10	-8	1
O=C(c1cc[n+]([O-])cc1)N1CCCC(N2CCN(c3cccc(C(F)(F)F)c3)CC2)C1 (centres undefined)	5	-2	1	3	-3	1	-9	-3	1	2
CNc1ncc(C(=O)c2ccc(Cl)cc2)s1	-2	-2	4	-5	-2	10	5	-2	3	-2
O=C(NC1CCCC1)c1cc(-c2ccc(Cl)cc2Cl)on1	-5	1	-4	-8	1	-2	-3	2	5	1
Cc1ccc(C)c(OCCC(=O)OCc2csc(CC(=O)Nc3ccccc3C)n2)c1	-25	-4	-5	1	-1	3	5	-2	16	0
C(=C\c1ccccc1)/CN1CCN(C(CCc2ccccc2)c2nnnn2C2CCCC2)CC1 (centres undefined)	·	-1	0	1	-2	-3	4	4	0	-3
Cc1nn(Cc2cccc(F)c2)c(C)c1NC(=O)c1ccc(COc2ccccc2Cl)cc1	-66	1	-29	3	1	2	1	1	-36	-2
N#Cc1ccccc1OCC(=O)NNC(=O)CCC1CCCC1	1	-4	-6	-2	1	-5	-2	1	-8	8
COc1ccc(CCN2CC(C(=O)NCc3cccc(F)c3)CCC2=O)cc1 (centres undefined)	-1	0	1	1	-2	-3	4	2	3	-1
C[C@]12CC[C@H](O)CC1=C[C@H](O)C1C2CC[C@@]2(C)C1CC[C@@]2(O)C#Cc1ccc(CN)cc1 (some centres undefined)	-9	2	-10	3	7	-1	-14	5	-16	4
Cc1ccc(NC(=O)COC(=O)C2CCN(c3ccc(C(F)(F)F)cn3)CC2)cc1	-24	-2	-14	-10	1	0	5	2	-14	-2
O=C(O)c1cc(S(=O)(=O)Nc2ccc3cn[nH]c3c2)ccc1O	5	2	-4	3	1	0	9	5	16	2
Cc1nc2c(C#N)cnn2c2c1CCN(Cc1ccccc1)N2C	5	-4	5	-5	-6	-2	-14	-2	-14	6
Cc1ccc(C(c2ccc(C)c(C)c2)C(O)C2OC(=O)C(O)C2O)cc1C (centres undefined)	8	2	0	2	5	-2	-7	3	8	-2
COC(=O)[C@H](C(C)C)N1CCc2nnn(CC3CCCCC3)c2-c2ccccc2S1(=O)=O	·	2	1	0	-5	·	-1	2	6	1
COC(=O)c1ccccc1NC(=O)Nc1cnccn1	5	-4	-4	4	-4	4	9	2	-1	2
Cc1nnc(NC(=O)C23CC4CC(CC(C4)C2)C3)s1	-1	-1	0	3	3	4	17	-4	-1	2
COc1cccc(C(=O)Nc2cccc(NC(=O)c3cccs3)c2)c1	-54	4	-20	-1	-4	-1	-4	0	-9	-1
CC(=O)Nc1ccc(S(=O)(=O)NCc2ccc(C)cc2)cc1	-7	1	3	0	5	3	6	-5	-4	2
COc1ccccc1-n1cc(C(=O)NCC(=O)N2CCN(c3ccccn3)CC2)c2ccccc2c1=O	6	-4	3	-2	-1	8	6	-2	-10	-3
O=C(CSc1ncn[nH]1)Nc1ccccc1Sc1ccc(Cl)cc1	-13	-1	-2	-2	6	8	0	3	-2	0

Three entries from above, in CSV form:
molecule,HTRA1 inh,PRMT1 inh,SIAE primary,NPR2 activator,MBD2 inh,TCR CD3 inh,TDP2 inh,rCAG RNA binder,ABHD4 inh,LEDGF integ inh
COC(=O)c1ccccc1NC(=O)Nc1cnccn1,5,-4,-4,4,-4,4,9,2,-1,2
Cc1nnc(NC(=O)C23CC4CC(CC(C4)C2)C3)s1,-1,-1,0,3,3,4,17,-4,-1,2
COc1cccc(C(=O)Nc2cccc(NC(=O)c3cccs3)c2)c1,-54,4,-20,-1,-4,-1,-4,0,-9,-1

(next part)
SMILES	HTRA1 inh	PRMT1 inh	SIAE primary	NPR2 activator	MBD2 inh	TCR CD3 inh	TDP2 inh	rCAG RNA binder	ABHD4 inh	LEDGF integ inh
CCCCNC(=O)C1(C)CCN1Cc1cccc2c(OC)cc(C(=O)OCC)cc12 (centres undefined)	·	-3	4	-12	5	-8	-4	1	-9	3
CCOC(=O)c1cnn2c(C)cc(-c3ccccc3)nc12	-3	-1	1	6	0	2	5	-3	1	-1
CNc1c(-n2cc(C(=O)OC)c(C(=O)OC)c2C(=O)OC)c(=O)n(C)c(=O)n1C	-2	-3	-5	1	4	2	-7	4	-5	8
C[C@@H]1OC(C2CCCCC2)N(C)[C@H]2C[C@H]3c4[nH]c5cccc(-c6ccccc6)c5c4CCN3C[C@@H]12 (some centres undefined)	·	2	-1	7	-3	·	-13	7	9	-3
O=C(NCCc1ccccc1)OCc1cn(Cc2ccc(Cl)cc2)nn1	·	2	6	11	-1	·	-1	-1	-3	-1
CCc1nc2ccc(C(=O)NCCc3c[nH]c4ccccc34)cn2c1N(C=O)CCC(C)C	·	4	1	4	1	-10	-2	1	-3	-2
COc1ccc(C2=NN(C(=O)c3cccs3)C(c3ccc(OC)cc3)C2)cc1 (centres undefined)	-38	1	-14	1	5	-4	4	6	-30	-2
Cc1ccc(C(=O)N2CCN(S(=O)(=O)c3ccc(C)c([N+](=O)[O-])c3)C2)cc1	2	-4	-5	0	1	-2	-9	-5	-7	2
Cc1ccc(C(=O)OCC(=O)NC(C)C2CC3CCC2C3)cc1N (centres undefined)	-3	-1	4	11	-1	-5	4	1	6	-3
NNC(=O)COc1ccc(C2SCCS2)cc1	-1	0	-6	2	2	-4	12	3	0	-2
OCC[C@H]1C[C@H](O)[C@@H](O)[C@@]2(CCc3ccccc3CO2)O1	-3	-1	5	1	3	1	6	1	12	-1
O=C(Nc1ccc(S(=O)(=O)N2CCCC2)cc1Cl)C1=COCCO1	1	2	-1	5	-1	1	3	0	0	5
COCCCNC(=O)COC(=O)c1ccc(-c2nc3ccccc3s2)s1	-4	-2	-2	0	5	7	-8	-2	-2	-1
O=C(CSc1ncn[nH]1)Nc1ccc(Br)cc1Br	-5	-1	0	0	5	-2	-1	1	1	1
